# Source: PubChem (several laboratories)
# human PMI inhibitors – human PMI inhibitors, high substrate, primary screen, biochemical, fluorescence intensity, high mannose 6-phosphate (AID 1220). recombinant PMI enzyme, coupled fluorescence intensity; higher % means a stronger effect. inhibition, % at 20 µM; hits with a dose series show IC50 in µM. actives 0.66% (n = 190,000)
# Hep lipid drop – inhibitors of hepatocyte lipid droplet formation, primary screen, imaging, high-throughput imaging, BODIPY stain | AML12 mouse hepatocytes, oleate lipid droplets | inhibition, % at 6.5 µM | actives 0.4% (n = 240,000);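 active means lipid droplet intensity inhibited by at least 50%, with more than 500 cells counted; inconclusive means wells with under 300 cells, treated as cytotoxic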
#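 Technique: fluorescence imaging, 20x objective, two fields per well / Assay system: AML12 hepatocytes (mouse) / Measure: % inhibition of lipid droplet signal / Doses: 6.5 µM single-point dosing / Incubation: overnight exposure / Reagent: 100 µM oleic acid challenge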
# b-catenin transl – modulators of beta-catenin nuclear translocation, primary screen, imaging, HeLa cells, immunofluorescence, high-content. nuclear translocation activity, % at 5 µM. actives 0.3% (n = 190,000). AID 1665, 2009;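 active means nuclear translocation activity above 50% at 5 µM, with a well cell count of 50 or more; inconclusive means wells under 50 cells across six images, flagged as toxic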;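 further: per-cell ratio of nuclear to cytoplasmic median beta-catenin stain intensity; plate controls were DMSO negative control for no effect and GSK-3 inhibitor IX positive control for full effect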
#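 System: Human HeLa cells, endogenous beta-catenin | Compound dosing: 5 µM primary, 0.02–20 µM confirmation | Timing: 24 h compound exposure at 37°C, 5% CO2 | Measured by: Fluorescence imaging of beta-catenin antibody stain plus DAPI | Read-out basis: % activation of per-cell nuclear versus cytoplasmic median beta-catenin signal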
# MT stabilize HCS – microtubule stabilizers in HeLa cells, primary screen, imaging, high-content imaging; HeLa tubulin immunostaining HCS, 24 h; share of cells brighter than vehicle mean+2SD; % tubulin-high responders, % at 10 µM; actives 0.83% (n = 200,000); AID 2205, 2009;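 active means plate Z-score above 3 for both tubulin-high and condensed-nucleus cell shares, with cell loss under 80%, at 10 µM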;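 further: anti alpha tubulin signal scored within the nucleus-defined area of each cell; some results filed as inactive read as strong as hits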
# TNAP activation fold – human TNAP enzyme activators, primary screen, biochemical, luminescent, no phosphate acceptor, uHTS (AID 1001) | Alkaline phosphatase, tissue-nonspecific isozyme (Homo sapiens) | purified TNAP, luminescent activation assay, no phosphate acceptor; higher activation fold means a stronger effect | actives 0.03% (n = 200,000) | one-dose activation fold at 20 µM; EC50 in µM for titrated hits; in the data active means activation fold from about 3, or a potency from the dose series; inactive means the rest, 99 in 100 with activation fold below about 1.6; further: many of its hits are not listed in these tables
# T cell modulator – modulators of CD8 T cell-vesicle binding, primary screen, mouse 2C CD8+ T cells, flow cytometry; 2C CD8+ T cell-vesicle binding; active compounds read low; calls only at 7 µM; actives 0.068% (n = 330,000);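 active means response, share of CD8 T cells binding vesicles, and their 90th percentile fluorescence all below set limits, cut at about 80% in these data, passing the limit was not always enough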
#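 Also added: QL9-peptide-loaded Drosophila micro-vesicles bearing Ld, ICAM-1 and B7-1; Test system: purified 2C TCR transgenic mouse naive CD8+ T cells; Measured by: cytometric PE anti-B7-1 and Alexa647 anti-CD8 signals after 1% paraformaldehyde fixation; Timing: binding step 1.5 h, 37 °C, antibody labelling 20 min, ice.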
# Ins promoter up – insulin promoter activators in MIN6 cells, imaging, high-content screening, mouse beta cells. MIN6 insulin promoter-GFP reporter; active compounds read high. z-score at 5 µM. AID 1625, 2009. actives 0.3% (n = 190,000);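 active means z-score above 3 at 5 µM with at least 500 cells counted in the well; inconclusive means wells under 500 cells, flagged as cytotoxic or low count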
# Autophagy mod – autophagy modulators in MEF cells, primary screen, imaging, high-content, MEF GFP-LC3; MEF GFP-LC3 puncta imaging; test concentration mostly 10 µM; calls only at 10 µM (by protocol); actives 0.98% (n = 190,000);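 active means percentage of spot-positive cells more than 3 SD above its plate mean, without a fluorescence outlier flag or 80% toxicity; inconclusive means no clear call, values can overlap the other calls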;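 further: spot-positive cell cutoff set from DMSO-treated cells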
# PMI inhibitors – inhibitors of human PMI, primary screen, biochemical, fluorescence intensity, coupled assay (AID 1209) | Mannose-6-phosphate isomerase (Homo sapiens) | purified PMI enzyme, coupled fluorescence intensity; higher % means a stronger effect | inhibition, % at 20 µM, or IC50 in µM where a hit was titrated | actives 0.42% (n = 190,000);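 further: plate controls were DMSO vehicle for no effect and wells lacking substrate for full effect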
# Ins promoter up cell count – recorded beside Ins promoter up, whose call it bears; cell count; measured here: cytotoxicity, nuclei count;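 total cells summed across four imaged fields per well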
# Hep lipid drop cells 6.5 µM – also measured in Hep lipid drop; calls as there; cell count; measured here: cell count, cytotoxicity flag;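 cells counted across two imaged fields per well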
# b-catenin transl cell count 5 µM – further read-out of b-catenin transl, marked with its call; cell count; measured here: cell count, cytotoxicity flag
# T cell modulator vesicle-bound % – also measured in T cell modulator; calls as there; double positive events, %; measured here: CD8+ vesicle-bound cell fraction;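 binding gate set so that unloaded-vesicle control wells show 10% double positive cells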
# MT stabilize HCS Hoechst-high % – recorded beside MT stabilize HCS, whose call it bears; % Hoechst-high responders; measured here: nuclear condensation Hoechst responders;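 share of cells brighter than vehicle mean plus two SD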
# MT stabilize HCS cytotoxicity % – second read-out of MT stabilize HCS, no call of its own (marks repeat the call); toxicity, %; measured here: cytotoxicity by cell density;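 0% = mean cell density of plate MIN control wells and 100% = no cells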
# Autophagy mod cell loss 18 h – recorded beside Autophagy mod, whose call it bears; toxicity, %; measured here: cell loss, nuclei count;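 cell loss after 18 h compound exposure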
# Numbers without * were called inactive; i = inactive; ? = inconclusive; · = no result given. Unless noted, no stated cut-off is given here; in the data, active means inhibition above about 50%; inactive means the rest.
# The opening 2 records (preview)
# Screens in order – human PMI inhibitors	Hep lipid drop	Hep lipid drop cells 6.5 µM	b-catenin transl	b-catenin transl cell count 5 µM	MT stabilize HCS	MT stabilize HCS Hoechst-high %	MT stabilize HCS cytotoxicity %	TNAP activation fold	T cell modulator	T cell modulator vesicle-bound %	Ins promoter up	Ins promoter up cell count	Autophagy mod	Autophagy mod cell loss 18 h	PMI inhibitors
COc1cc2nc(NC(=O)c3ccc(Cl)cc3)[nH]c(=O)c2cc1OC
→ 9%	2	779	2.8	1150	3.4	2.4	0.4	1.1	i	37	-1.4	1171	i	-6	26%
NNc1nc2sc3c(c2c(=O)n1Cc1ccccc1)CCC3
→ ·	9	704	-1.6	1306	·	·	·	·	i	25	0.12	1092	·	·	·

# Results, previewed entries included:
# Screens in order – human PMI inhibitors	Hep lipid drop	Hep lipid drop cells 6.5 µM	b-catenin transl	b-catenin transl cell count 5 µM	MT stabilize HCS	MT stabilize HCS Hoechst-high %	MT stabilize HCS cytotoxicity %	TNAP activation fold	T cell modulator	T cell modulator vesicle-bound %	Ins promoter up	Ins promoter up cell count	Autophagy mod	Autophagy mod cell loss 18 h	PMI inhibitors
COc1cc2nc(NC(=O)c3ccc(Cl)cc3)[nH]c(=O)c2cc1OC
→ 9%	2	779	2.8	1150	3.4	2.4	0.4	1.1	i	37	-1.4	1171	i	-6	26%
NNc1nc2sc3c(c2c(=O)n1Cc1ccccc1)CCC3
→ ·	9	704	-1.6	1306	·	·	·	·	i	25	0.12	1092	·	·	·
Cc1cc(C)cc(N(C(=O)c2cc3ccccc3oc2=O)C2C=CS(=O)(=O)C2)c1 (stereo not given)
→ 6%	-16	653	1.4	1090	4.3	2.8	1.8	1.2	i	31	0.3	1406	i	12	9%
O=C(N/N=C/c1cn(CCOc2ccccc2)c2ccccc12)c1ccncc1
→ 6%	-2	547	4.9	447	5.1	5.5	4.3	1.1	i	55	0	1184	i	-7	8%
O=C(CSc1nc(C2CCCCC2)n(-c2ccccc2)n1)NCC(F)(F)F
→ -2%	-1	582	-1.4	1106	2.1	2.4	13	1.1	i	44	-0.67	1673	i	13	6%
Cc1nc2ccccc2c(=O)n1NC(=O)c1ccc([N+](=O)[O-])cc1Cl
→ -6%	1	708	2.1	1112	3.2	1.6	1.4	1.1	i	30	-0.72	1342	i	4	-18%
CCOC(=O)c1cnc(SCC(=O)NCc2ccco2)nc1N
→ -1%	·	·	-3.5	917	4.8	2.9	1.1	0.9	i	29	-0.13	1183	i	-2	-2%
CCOC(=O)c1sc(NC(=O)CSC(=S)N2CCN(C)CC2)nc1C
→ ·	4	771	-0.3	1331	·	·	·	·	i	56	-0.48	990	·	·	·
O=C(NCCN1CCOCC1)c1cc2ccccc2[nH]1
→ 4%	-75	664	0.9	1189	3.1	0.2	55	1.1	i	42	·	·	i	-5	6%
O=C(NCc1nnc(SCC(=O)N2CCOCC2)o1)c1ccccc1F
→ -1%	8	796	0.3	1133	2.1	2.7	3.6	1	i	60	0	1330	i	3	-2%
COc1cc2nc(CSc3ncn[nH]3)[nH]c(=O)c2cc1OC
→ 4%	5	685	-3.4	1079	4.7	2.4	12	2.3	i	62	0.3	1592	i	-17	8%
Cc1ccc(/C=C/c2ccc(=O)n(Cc3ccc(F)cc3)n2)cc1
→ 16%	6	669	0.3	975	4.9	1.8	9.0	1.1	i	43	-0.95	1542	i	-4	15%
C/C(Cl)=C\Cn1c(O)c(N=O)c2ccccc21
→ -4%	-17	745	3.4	1019	2.1	1.2	2.1	1	i	67	·	·	i	-2	-3%
O=C(NCc1ccco1)C(=O)NCC1OCCCN1S(=O)(=O)c1ccccc1 (stereo not given)
→ -6%	-1	650	-2.4	568	3.0	2.5	4.9	1.1	i	42	1.1	1184	i	4	-6%
COc1cccc(NC(=O)c2ccc(Cn3cc([N+](=O)[O-])cn3)o2)c1
→ 5%	-12	622	-1.3	988	1.9	0.8	5.0	1.2	i	51	-0.14	1300	i	14	4%
CSc1ccc(OC2CCCCC2NS(=O)(=O)c2ccccc2)cc1 (stereo not given)
→ 18%	-17	546	-0.3	1078	2.5	2.8	12	1	i	22	0.07	1256	i	9	23%
CN(C)S(=O)(=O)c1ccc2nc(NC(=O)c3cccs3)sc2c1
→ 3%	1	748	·	·	3.1	2.1	10	1.1	i	26	·	·	i	11	8%
Cc1c(O)nc2sc3ccccc3n2c1=O
→ ·	-1	679	-0.6	1280	·	·	·	·	i	26	0.61	1085	·	·	·
O=C1/C(=C/c2ccco2)SC(=S)N1C1CCS(=O)(=O)C1 (stereo not given)
→ 55%*	-1	682	-2.3	925	3.1	2.6	3.7	0.9	i	48	1.6	1148	i	4	16%
CC(=O)N1CN(Cc2ccccn2)Cc2c1sc1c2CCCC1
→ 9%	5	750	-5.1	1192	6.7	1.9	4.1	1.1	i	56	0.28	1245	i	12	15%
COc1cccc2c1OCC/C2=N\NC(=O)C(C)Oc1ccc([N+](=O)[O-])cc1 (stereo not given)
→ 5%	-5	634	1.2	1073	2.8	1.7	5.6	1.1	i	56	0.13	1387	i	-11	11%
Cc1cc(NC(=O)CSc2nnc(C3COc4ccccc4O3)n2N)no1 (stereo not given)
→ ·	-17	733	1.0	1281	·	·	·	·	i	31	1.3	1259	·	·	·
CCCCn1c(SCC(=O)Nc2ccc(OC)cc2)nc2ccc(N3CCOCC3)cc2c1=O
→ -28%	-10	616	-0.5	1075	1.7	1.7	5.8	1.2	i	12	-0.72	1566	i	-5	-3%
CC(=O)Nc1ccc(-c2csc(Nc3cc(C)ccn3)n2)cc1
→ -1%	7	732	0.5	1054	5.8	1.6	5.8	1.1	i	37	-0.23	1215	i	30	4%
CCOc1ccc(NC(=O)CCN2CCCCC2)cc1
→ 8%	·	·	-0.4	1131	2.7	3.4	9.0	1	i	52	-0.56	1167	i	6	-5%
CCOC(=O)N1CCN(S(=O)(=O)c2ccc(C(=O)Nc3nnc(C4CC4)o3)cc2)CC1
→ -4%	-6	542	-0.2	956	2.9	4.2	1.4	1.1	i	3	-0.08	1284	i	15	14%
CC12CN3CCN(CC(C3)C1(O)CN1CCCCC1)C2 (stereo not given)
→ 0%	-7	752	2.4	1030	2.3	1.7	9.9	1.1	i	55	-1.7	1008	i	-1	6%
Cc1n[nH]c(=S)n1/N=C/c1cccc(OCc2ccccc2)c1
→ 2%	2	527	-0.5	1498	3.4	1.4	19	1.3	i	59	-0.21	1413	i	22	7%
O=C(Nc1cccc2ccccc12)c1cnccn1
→ 10%	6	732	·	·	3.9	2.0	5.2	1	i	53	-0.34	1164	i	24	15%
O=C(/C=C/c1ccc(Cl)c([N+](=O)[O-])c1)Nc1cccc(NC(=O)c2ccco2)c1
→ 7%	0	521	4.3	1077	9.7	6.3	17	1	i	49	-0.23	1344	i	4	14%
Cc1cc(C)n(-c2nc(NCCN(C)C)c3c4c(sc3n2)CCCC4)n1
→ ·	33	676	16	939	·	·	·	·	i	53	?	·	·	·	·
CCOC(=O)CNC(=O)C(CC(C)C)NC(=O)C1CCCCC1 (stereo not given)
→ 6%	-9	838	10	899	1.4	1.8	10	1.1	i	47	·	·	i	-12	5%
COc1ccc(-c2cc(=O)c3cc(OC)ccc3[nH]2)cc1
→ -30%	-1	692	·	·	3.1	3.3	6.7	1.1	i	10	-1.2	975	i	-4	-32%
O=C(Cc1cccc2ccccc12)OCn1nnc2ccccc2c1=O
→ 27%	-46	507	-0.8	1023	1.4	2.9	5.7	0.9	i	18	2.1	1942	·	·	20%
CCOc1ccc(-n2c(=O)c3c4c(sc3n(CC(=O)NCc3ccco3)c2=O)CCC4)cc1
→ 10%	·	·	6.8	1362	2.4	2.6	6.4	1.1	i	2	-0.08	1383	i	5	19%
CC(C)(C)C(=O)Nc1ccccc1N1CCN(C(=O)c2ccc(Cl)cc2)CC1
→ 1%	0	674	·	·	1.7	1.8	31	1.1	i	51	-0.41	1347	i	-5	7%
Cc1ccc(CNC(=O)Nc2ccccc2)cc1
→ -6%	2	757	-3.4	958	2.7	2.6	7.9	1.1	i	41	2.3	789	i	3	4%
COc1ccc(Br)cc1C(=O)Nc1cccc(C)c1
→ -4%	28	825	·	·	1.3	1.2	6.3	1.1	i	32	-0.27	948	i	-7	-1%
COc1ccc(-c2nnc(SC3CCOC3=O)n2C2CCCCC2)cc1OC (stereo not given)
→ 4%	·	·	1.6	1118	2.6	2.0	3.8	1.1	i	11	-0.37	810	i	-3	-10%
O=C(Nc1ccc(F)cc1)c1cccc(N2C(=O)C3C4CCC(C4)C3C2=O)c1 (stereo not given)
→ 9%	-3	692	-3.9	567	2.8	1.3	12	1.1	i	45	0.86	1354	i	1	-6%
CSc1ccccc1NC(=O)Cc1ccc(Br)cc1
→ -4%	-18	589	-2.8	560	2.2	4.8	5.8	1.1	i	27	0.46	1379	i	-9	-5%
CCC(C)N1CC23C=CC(O2)C(C(=O)OC)C3C1=O (stereo not given)
→ 8%	9	704	2.3	1076	1.6	2.4	7.5	1.1	i	22	-0.33	1635	i	-4	9%
COc1ccc(NC(=O)CSc2nnc(COc3ccccc3)n2Cc2ccco2)cc1OC
→ 16%	·	·	-0.7	1191	2.4	2.2	7.6	1.1	i	24	1.4	1012	i	3	14%
